HCV core dimer: inhibitors of HCV core protein dimerization, primary screen, biochemical, TR-FRET, high-throughput | 0.33% of 300,000 active | inhibition, % at 5 µM | TR-FRET GST/Flag-core106 dimerization, 1536-well;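 active = inhibition above the mean of all tested compounds plus 3 SD, set per screening campaign, cut at about 45% in these data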
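Material: GST/Flag-tagged HCV core106 proteins. Incubation: 4 h, 22.5 °C incubation. Read-out basis: inhibition (%) from 671 over 617 nm ratio. Measured by: TR-FRET, excitation 340 nm, emission 617 and 671 nm.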
proCasp7 act: procaspase-7 activators, primary screen, counter-screen for procaspase-3 activator project, biochemical, absorbance, HTS, human; Caspase-7 (Homo sapiens), P55210; recombinant procaspase-7, Ac-DEVD-pNA absorbance 405 nm; D23A/D198A/D206A triple mutant, cannot self-cleave; scale: DMSO 0, 5 µM enzyme 100; activation, % at 8.5 µM; 0.093% of 330,000 active; AID 463210, 2010;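 active = percent activation above the screen-wide mean plus 3 SD, cut at about 25% in these data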
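Assay system: Uncleavable procaspase-7 mutant enzyme; Input: 2 µM procaspase-7 mutant as dispensed; Also added: DEVD-pNA substrate; Medium: Zinc-free HEPES pH 7.4 with 300 mM NaCl, 0.01% Triton X-100; Timing: 1 h compound preincubation, 2 h substrate cleavage, 25 °C; Measured by: Epi-absorbance of released pNA at 405 nm, two timepoints.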
JMJD2C inh: inhibitors of GASC-1 histone demethylase, primary screen, biochemical, fluorescence, DELFIA europium; Lysine-specific demethylase 4C (Homo sapiens), Q9H3R0; GST-JMJD2C(1-420) H3K9me3 demethylation; inhibition, % at 2.35 µM; 0.069% of 330,000 active; AID 2099, 2009;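 active = more than half of a compound's replicate wells show inhibition beyond 50%, single wells judged on their own value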;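 also: signal counts dimethyl H3K9 product captured on neutravidin plate; 0% = median of DMSO wells and 100% = 0.3 times that DMSO median; strong numbers were not always called active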
proCasp3 act: activators of human procaspase-3 D3A mutant, primary screen, biochemical, absorbance, PC-3 D3A mutant, single concentration | AID 463141, 2010 | Caspase-3 (Homo sapiens), P42574 | recombinant procaspase-3 D3A, Ac-DEVD-pNA absorbance 405 nm | activation, % at 8.5 µM | 0.11% of 330,000 active;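 active = activation above the mean of all tested compounds plus 3 SD, cut at about 21% in these data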;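 also: 0% = DMSO alone and 100% = DMSO wells spiked with extra 5 µM PC-3 D3A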
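Assay system: Autoprocessing-dead procaspase-3 D3A mutant enzyme; also added: Ac-DEVD-pNA; doses: one concentration, 8.5 µM nominal, 0.8% DMSO; times: 1 h compound preincubation, 2 h substrate hydrolysis at 25 °C; technique: 405 nm absorbance of p-nitroaniline, reads at 0 and 120 min; measure: % activation between DMSO and enzyme-spiked controls; repeats: single replicate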
PP1 counter: PP1-alpha phosphatase inhibitors, primary screen, counter-screen for PP5 inhibitor project, biochemical, fluorescence, OMFP substrate, single point; Serine/threonine-protein phosphatase PP1-alpha catalytic subunit (Homo sapiens), P62136; purified PP1alpha; inhibition, % at 6.7 µM; 0.9% of 320,000 active; AID 2235, 2010;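 active = inhibition above the mean inhibition of all tested compounds plus 3 SD, computed separately for each screening campaign, cut at about 15% in these data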
Target sequence (P62136 whole entry, looked up): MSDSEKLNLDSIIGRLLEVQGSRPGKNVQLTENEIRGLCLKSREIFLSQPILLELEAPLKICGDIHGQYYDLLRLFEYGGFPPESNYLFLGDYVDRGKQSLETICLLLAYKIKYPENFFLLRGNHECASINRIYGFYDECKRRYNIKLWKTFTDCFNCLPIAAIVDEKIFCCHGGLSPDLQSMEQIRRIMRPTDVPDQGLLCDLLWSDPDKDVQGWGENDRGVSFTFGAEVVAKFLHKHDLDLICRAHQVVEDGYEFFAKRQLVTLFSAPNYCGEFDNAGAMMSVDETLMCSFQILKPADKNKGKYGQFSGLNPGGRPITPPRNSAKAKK
Efflux pump inh: inhibitors of Candida efflux pumps in yeast, primary screen, S. cerevisiae, Nile Red, multiplex | S. cerevisiae Candida pump triplex | inhibition, % at 10 µM | 0.44% of 330,000 active;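 active = plate passing quality check with inhibition over a set limit, or well fluorescence over plate mean plus 4 SD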;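 also: Nile Red retained in pooled yeast measured as flow cytometry median fluorescence; 0% = buffer negative control and 100% = Enniatin B positive control; higher means more Nile Red kept so more efflux inhibition; some compounds called inactive have numbers as strong as hits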
TPT1 inhibitor: Candida albicans TPT1 enzyme inhibitors, primary screen, biochemical, fluorescence polarization. tRNA 2'-phosphotransferase TPT1 (Candida albicans SC5314). AID 1962, 2009. inhibition, % at 5 µM. 0.81% of 300,000 active. recombinant caTPT1, FP RNA substrate dephosphorylation;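 active = inhibition above the mean of all tested compounds plus 3 SD, set per screening campaign, cut at about 24% in these data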;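 also: plate controls were DMSO alone for no effect and ferristatin control at 100 nM for full effect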
Fh CTSL1 inh: Fasciola hepatica cathepsin L1 inhibitors, primary screen, counter-screen for PFM18AAP inhibitor project, biochemical, QFRET, fluorogenic peptide substrate | 0.49% of 300,000 active | inhibition, % at 5.96 µM | recombinant F. hepatica cathepsin L1, Z-Leu-Arg-MCA fluorescence;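 active = inhibition above the mean of all tested compounds plus 3 SD, set per screening campaign, cut at about 17% in these data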;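 also: 0% = plate median of test compound wells and 100% = 1 µM Z-Phe-Ala-diazomethylketone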
PP5 inh: PP5 phosphatase inhibitors, primary screen, biochemical, fluorescence; purified PP5c, OMFP substrate fluorescence; inhibition, % at 6.7 µM; 0.18% of 320,000 active; AID 1987, 2009;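 active = inhibition above the campaign's mean inhibition across all tested compounds plus 3 SD, cut at about 9.5% in these data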;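 also: 0% = DMSO only and 100% = 100 µM cantharidin control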
Target sequence (P53041 whole entry, looked up): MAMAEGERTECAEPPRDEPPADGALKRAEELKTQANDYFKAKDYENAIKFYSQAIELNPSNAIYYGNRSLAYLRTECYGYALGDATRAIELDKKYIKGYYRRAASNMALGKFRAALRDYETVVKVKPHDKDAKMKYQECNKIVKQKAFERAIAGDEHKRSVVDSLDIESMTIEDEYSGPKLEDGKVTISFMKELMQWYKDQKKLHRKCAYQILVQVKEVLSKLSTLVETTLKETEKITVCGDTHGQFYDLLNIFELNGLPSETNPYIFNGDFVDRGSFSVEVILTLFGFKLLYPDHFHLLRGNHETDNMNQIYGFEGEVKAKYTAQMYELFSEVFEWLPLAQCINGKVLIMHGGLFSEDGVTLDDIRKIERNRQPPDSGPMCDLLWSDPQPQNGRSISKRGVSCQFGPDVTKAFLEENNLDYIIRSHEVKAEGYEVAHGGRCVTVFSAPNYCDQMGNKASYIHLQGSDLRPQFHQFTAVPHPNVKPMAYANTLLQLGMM
The depositor's hits bear a star; · = not tested or not shown.

SMILES | HCV core dimer | proCasp7 act | JMJD2C inh | proCasp3 act | PP1 counter | Efflux pump inh | TPT1 inhibitor | Fh CTSL1 inh | PP5 inh
COC(=O)c1cc(C(=O)Nc2ccc(S(=O)(=O)NC(C)(C)C)cc2)cc([N+](=O)[O-])c1 | -4 | -4 | -1 | -9 | 1 | -0.7 | 0 | -1 | 3.6
Cc1ccc(/C=N/NC(=O)c2c[nH]c3ccccc23)s1 | -8 | 3 | 23 | 4 | -4 | -0.3 | 2 | 1 | -3.5
CCC(=O)Nc1cc(=O)[nH]c2ncnn12 | -4 | 1 | -17 | 3 | -1 | 0.0 | -9 | -2 | 0.2
COc1ccccc1-c1nnc2n1N=C(c1ccc(O)c(O)c1)CS2 | -3 | 5 | 8 | -3 | -4 | 0.0 | -5 | -5 | 7.7
O=[N+]([O-])c1cccc(/C=N/Nc2nccnc2Cl)c1 | -1 | -6 | -2 | 7 | 2 | 0.2 | -1 | 3 | 1.4
CCc1ccc(-c2nn(-c3ccccc3)cc2CSC(=N)N)cc1 | -2 | 7 | -19 | -3 | 16* | -0.2 | -2 | 3 | 0.8
O=C(CNc1cccc(C(F)(F)F)c1)N/N=C/c1ccccc1C(=O)O | -1 | 12 | -3 | 3 | -2 | -0.1 | -1 | 3 | 0.6
CN(C)c1ccc(S(=O)(=O)N2CCCCC2)cc1NC(=O)C1=COCCO1 | 2 | 5 | 2 | 9 | 5 | 0.0 | -1 | -4 | 3.0
CC1CCCCN1CC(=O)NC(=O)NCc1ccccc1 (configuration not stated) | -3 | 0 | -3 | -1 | -3 | 0.0 | -3 | -1 | 2.4
COc1ccc(CN(C)C(=O)CNC(=O)c2cccs2)c(OC)c1 | · | 3 | 8 | 2 | -1 | 0.1 | · | · | 0.2
COc1ccc(C(=O)CSc2cc(C)[nH]c(=O)n2)cc1 | 16 | -27 | 7 | -17 | 2 | 0.0 | 9 | 3 | -0.1
Cc1ccc(OCC(=O)N2CC(C)CC(C)C2)c([N+](=O)[O-])n1 (configuration not stated) | · | -15 | 2 | 9 | · | -0.1 | · | · | ·
OCC1(Cc2ccccc2)CCCN(Cc2cnn(-c3ccccc3)c2)C1 (configuration not stated) | 0 | 6 | 51 | -2 | -1 | 0.3 | 2 | 0 | 2.9
CC(C)c1ccc(NS(=O)(=O)c2ccc3c(c2)oc(=O)n3C)cc1 | 1 | -2 | -15 | 2 | 2 | 0.7 | 4 | 0 | 1.7
CCOC(=O)Cc1csc(NC(=O)COc2cccc(C)c2)n1 | 11 | -2 | 50 | -1 | -2 | 0.3 | 1 | -2 | -1.0
O=C(C[C@@H]1C/C=C\CC[C@@H](Cc2ccc(F)cc2)C(=O)OC[C@@H](Cc2ccccc2)NC1=O)NCCO | · | 14 | -3 | 4 | · | -0.1 | · | · | ·
O=C(c1cccc(S(=O)(=O)N2CCCCC2)c1)N1CCN(S(=O)(=O)c2ccc(F)cc2)CC1 | -2 | 0 | 5 | 0 | 0 | 0.1 | 0 | 4 | 0.5
Cc1cccc(Nc2nnc(SCC(=O)Nc3ccccc3[N+](=O)[O-])s2)c1 | 6 | -2 | 7 | -9 | -1 | 0.6 | 1 | -4 | 5.0
CC(=O)Nc1cccc(NC(=O)CSc2nc3c(=O)n(C)c(=O)n(C)c3n2C)c1 | 0 | 11 | -10 | 9 | -5 | 0.0 | 1 | -9 | -1.3
COc1cc(S(=O)(=O)N2CCCCC2)ccc1NC(=O)Cc1ccccc1 | 3 | 11 | -1 | -2 | -4 | -0.2 | -3 | 3 | 2.9
CC1=C(C(=O)OCc2cc(C)on2)N2C(=O)[C@@H](NC(=O)OCc3cc(C)on3)[C@H]2SC1 | · | -15 | 4 | -5 | 3 | -0.1 | · | · | -0.3
O=C(Nc1cc(Cl)ccc1N1CCOCC1)c1cc2ccccc2o1 | -10 | -1 | 18 | 4 | -1 | 0.0 | -2 | -2 | 0.6
Cc1nnc(NC(=O)CSc2nnc(NC(=O)C(C)(C)C)s2)s1 | 0 | 1 | 9 | -7 | -1 | -0.1 | 1 | -1 | -1.6
CSc1ccccc1C(=O)N1CCC(CCC(=O)NCc2ccc(F)cc2)CC1 | 0 | 9 | -1 | 5 | -9 | 1.9 | 4 | -3 | -0.8
COc1cccc2c1Oc1ncccc1N(C(=O)CCC(=O)NCc1ccccc1F)C2 | -3 | 2 | -6 | 4 | -3 | -0.3 | -3 | 2 | -1.3
COc1ccc(N(CC(=O)NCc2ccc(Cl)cc2)S(=O)(=O)c2ccccc2[N+](=O)[O-])c(OC)c1 | 10 | -14 | -12 | 8 | 0 | 0.6 | -5 | 2 | 4.8
Cc1noc(C)c1C(=O)OCC(=O)NC(c1ccccc1)c1ccccc1 | -3 | -3 | 11 | 5 | 8 | 0.1 | 1 | -1 | 4.9
CCc1ccc(OC(=O)c2cccnc2)cc1 | 1 | 2 | -15 | -2 | -1 | -0.3 | 0 | -3 | -0.9
Cc1ccc(C2C(C(=O)c3sc(C)nc3C)=C(O)C(=O)N2CCN(C)C)o1 (configuration not stated) | -1 | -25 | 2 | -4 | -3 | 0.0 | -4 | 4 | 0.1
COc1ccccc1NC(=O)COc1ccc(C(=O)OCC(=O)N(C(C)C)C(C)C)cc1OC | 2 | 7 | -3 | 7 | 0 | -0.2 | 1 | 1 | 1.0
C/C(=N\NC(=O)c1nnn(-c2nonc2N)c1CSc1ccc(Cl)cc1)c1cccnc1 | -5 | -4 | 1 | 5 | 2 | 0.1 | 0 | -1 | 1.1
CCc1nnc(NC(=O)CSc2nnc(CSc3nc(C)cc(C)n3)n2C)s1 | 1 | 8 | 0 | 7 | -2 | 0.2 | 0 | 0 | 1.4
CCOc1ccc(S(=O)(=O)NCc2cccnc2)c2ccccc12 | -2 | -27 | 4 | 4 | 4 | -0.1 | -1 | -3 | -3.0
O=C(OC(c1ccccc1)c1nccc2ccccc12)c1cccc([N+](=O)[O-])c1 (configuration not stated) | -2 | 0 | 2 | 6 | 1 | 0.0 | -1 | -2 | -0.1
Cc1ccc(S(=O)(=O)NCC(=O)N(CC(=O)NCC2CCCO2)c2cccc(F)c2)cc1 (configuration not stated) | -7 | -1 | 1 | 5 | -3 | 0.1 | -3 | -2 | -1.3
O=C1c2ccccc2C(=O)N1CCSc1n[nH]c(=S)s1 | -6 | -21 | -19 | -10 | 1 | -0.2 | 1 | 1 | 1.4
O=C(Cc1c[nH]c2ccccc12)NCc1cccs1 | 0 | 1 | -4 | -6 | -3 | 0.0 | 1 | 0 | -1.0
CN(C)c1ncnc(N(C)C)c1[N+](=O)[O-] | -4 | 2 | 20 | -5 | -1 | -0.2 | 1 | 10 | 1.4
CCOC(=O)c1ccc(Nc2ncccc2[N+](=O)[O-])cc1 | 2 | 1 | 0 | 3 | 13 | 0.1 | 0 | -5 | 0.9
CC(NC(=O)CCCCCN1C(=O)c2ccccc2C1=O)c1ccc2c(c1)CCCC2 (configuration not stated) | 4 | 4 | 9 | -9 | 5 | -0.1 | -1 | 2 | 1.5
O=C(OCc1c(-c2ccccc2)ncc2ccccc12)c1ccccc1C(F)(F)F | · | 3 | -11 | 8 | · | 0.2 | · | · | ·
OC1CCCCC1 | · | 4 | -3 | 6 | -8 | 0.1 | · | · | 2.1
CCOC(=O)Nc1ccc(S(=O)(=O)N2CCOCC2)cc1 | -1 | -7 | 4 | 10 | -3 | 0.1 | -2 | 4 | 1.4
CC(=O)Nc1ccc(/C(C)=N/Nc2nc(Nc3cccc4ccccc34)nc(N3CCOCC3)n2)cc1 | 7 | -2 | 1 | 3 | 2 | 0.0 | 2 | 6 | 2.7
CCOc1ccccc1NC(=O)N1CCCC(c2nc(-c3ccc(C)o3)no2)C1 (configuration not stated) | 4 | 4 | -5 | 5 | -1 | 0.1 | -1 | 3 | 2.0
NS(=O)(=O)c1ccc(Nc2nc(-c3ccc(O)cc3O)cs2)cc1 | -15 | 2 | 3 | -5 | 2 | -0.1 | -3 | 1 | 3.3
Cn1cccc1CC(=O)N/N=C/C(Cl)=C/c1ccccc1 | 31 | -4 | 41 | 1 | 4 | 0.1 | -1 | 1 | 0.2
Cc1ccccc1SCC(=O)OCC(=O)Nc1ccc(N(C)C)cc1 | -10 | -13 | 2 | -4 | 0 | -0.1 | 0 | -7 | 2.4
COC(=O)Cc1nnc(Nc2cccc(C)c2)c2ccccc12 | 1 | 6 | 49 | 9 | -3 | -0.1 | 0 | -3 | -0.7
COc1ccc2c(c1)N(C(=O)CN1C(=O)C3CCCCC3C1=O)C(C)(C)C=C2C (configuration not stated) | 3 | 6 | -7 | -6 | 1 | -0.1 | -8 | 4 | -1.2
CCc1cccc(NC(=O)c2ccc(Br)o2)c1 | 2 | 13 | 7 | -4 | 0 | 0.1 | 2 | 0 | 3.0
O=C(C1CC(=O)N(c2ccc(Cl)cc2)C1)N1CCN(Cc2ccc3c(c2)OCO3)CC1 (configuration not stated) | 9 | 2 | 15 | 6 | -3 | 0.0 | -2 | -2 | -0.3
CCOc1cc(C(F)(F)F)cnc1/C(N)=N/O | -3 | 9 | 6 | -16 | -3 | 0.0 | 1 | -1 | 0.5
CN1CCN(S(=O)(=O)c2ccc(NC(=S)NC(=O)C3CCC3)cc2)CC1 | -5 | -9 | 10 | -9 | 3 | -0.1 | -6 | 8 | -1.0
COc1ccc(-c2nn(C)c(=O)c3ccccc23)cc1NC(=O)Cn1nc(C)c2ccccc2c1=O | 19 | -3 | -3 | -3 | 4 | 0.2 | 5 | 3 | 4.0
COc1ccc(C(=O)OC2CCN(C)CC2)cc1 | -6 | 1 | -5 | 6 | 1 | 0.0 | -3 | -3 | 1.5

Screening data as filed in PubChem BioAssay.
